# Source: PubChem
# Anthrax LF inh2 = Bacillus anthracis LF protease inhibitors, primary screen, biochemical, multiplex microsphere, MLPCN library. inhibition, % at 10 µM. multiplex microsphere protease cleavage assay. 0.12% of 360,000 active. Lethal factor (Bacillus anthracis), P15917; further: plate controls were buffer without enzyme for full effect and enzyme alone for no effect
# BoNT A protease = BoNT/A light chain protease inhibitors, primary screen, biochemical, flow cytometry, MLPCN library; Botulinum neurotoxin type A light chain protease (Clostridium botulinum A str. ATCC 3502); multiplex microsphere protease substrate cleavage; inhibition, % at 10 µM; 0.17% of 360,000 active; further: plate controls were buffer without enzyme for full effect and enzyme alone for no effect
# 3CLpro inhibitor = SARS-CoV 3CLpro protease inhibitors, primary screen, biochemical, quenched FRET; Replicase polyprotein 1ab (Severe acute respiratory syndrome coronavirus), P0C6X7; recombinant SARS-CoV 3CLpro, quenched FRET peptide cleavage; inhibition, % at 6 µM; 0.14% of 290,000 active; AID 1706, 2009; in the data active means inhibition above about 12%
# DUSP3 inh = VHR1 phosphatase inhibitors, primary screen, biochemical, absorbance, uHTS. Dual specificity protein phosphatase 3 (Homo sapiens), P51452. recombinant VHR phosphatase, pNPP absorbance. inhibition, % at 13.3 µM. 0.52% of 290,000 active. AID 1654, 2009; in the data active means inhibition above about 50%; further: some compounds called inactive have numbers as strong as hits
# Target sequence (P51452 whole entry, looked up): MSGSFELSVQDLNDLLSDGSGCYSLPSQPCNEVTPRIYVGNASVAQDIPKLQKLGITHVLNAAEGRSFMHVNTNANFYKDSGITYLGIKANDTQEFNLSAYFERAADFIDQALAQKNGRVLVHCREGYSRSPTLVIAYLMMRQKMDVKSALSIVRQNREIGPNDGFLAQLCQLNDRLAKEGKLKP
# SSB-PriA inh = inhibitors of Klebsiella pneumoniae PriA binding to SSB C-terminal tail, primary screen, biochemical, AlphaScreen | PriA–SSB C-terminal tail interaction (Klebsiella pneumoniae) | AlphaScreen SSBct-PriA binding, biotinylated peptide | inhibition, % at 33 µM | 0.6% of 430,000 active; in the data active means inhibition mostly above about 37%, no sharp cut-off; inactive means mostly below about 20%;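 further: plate controls were negative control peptide for no effect and reference peptide for full effect; strong numbers were not always called active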
# Rv3671c inh = Rv3671c serine protease inhibitors, primary screen, biochemical, fluorescence polarization, M. tuberculosis H37Rv; inhibition, % at 5.96 µM; 0.048% of 320,000 active; in the data active means inhibition above about 38%;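 further: extracellular domain of Rv3671c used as enzyme; 0% = enzyme with DMSO and 100% = no enzyme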
# Target sequence (P9WHR9 whole entry, looked up, the tested form may be a part): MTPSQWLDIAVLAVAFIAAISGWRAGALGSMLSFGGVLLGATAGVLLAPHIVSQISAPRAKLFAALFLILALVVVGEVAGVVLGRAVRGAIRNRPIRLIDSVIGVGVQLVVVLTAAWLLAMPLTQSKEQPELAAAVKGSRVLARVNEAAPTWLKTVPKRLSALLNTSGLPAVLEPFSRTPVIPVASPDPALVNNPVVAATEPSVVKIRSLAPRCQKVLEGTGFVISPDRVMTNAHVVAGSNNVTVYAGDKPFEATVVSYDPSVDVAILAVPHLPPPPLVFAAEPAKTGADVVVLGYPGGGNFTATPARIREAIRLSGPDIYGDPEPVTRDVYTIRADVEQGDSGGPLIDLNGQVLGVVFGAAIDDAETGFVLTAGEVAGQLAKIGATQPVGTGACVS
# PrPC surface inh = inhibitors of human cell surface prion protein PrPC, primary screen, cell-based, TR-FRET; Major prion protein (Homo sapiens), P04156; TR-FRET read-out; inhibition, % at 13.8 µM; 0.43% of 370,000 active; AID 720596, 2013; in the data active means inhibition above about 24%; further: 0% = median of the test wells and 100% = reference compound wells
# BoNT F protease = BoNT/F light chain protease inhibitors, primary screen, biochemical, flow cytometry, MLPCN library; Botulinum neurotoxin type F light chain protease (Clostridium botulinum); Multiplex microsphere protease cleavage assay; inhibition, % at 10 µM; 0.22% of 360,000 active; AID 588497, 2011; in the data active means inhibition above about 35%, passing the limit was not always enough; inconclusive means no clear call, values can overlap the other calls; further: plate controls were buffer without enzyme for full effect and enzyme alone for no effect
# CCHF vOTU inh = CCHFV vOTU protease inhibitors, primary screen, biochemical, Pep-AMC substrate, fluorescence | inhibition, % at 11.5 µM | 0.55% of 370,000 active | Crimean-Congo hemorrhagic fever virus L polyprotein viral ovarian tumor (vOTU) protease …; in the data active means inhibition above about 30%; further: 0% = vehicle wells with enzyme and 100% = no enzyme wells
# MazF activator = activators of E. coli MazEF toxin-antitoxin RNase, primary screen, biochemical, fluorescence, uHTS. FAM/BHQ RNA-DNA oligo cleavage fluorescence, 5 h. activation, % at 20 µM. 0.32% of 350,000 active; in the data active means activation above about 50%
# Target sequence (P0AE70 whole entry, looked up): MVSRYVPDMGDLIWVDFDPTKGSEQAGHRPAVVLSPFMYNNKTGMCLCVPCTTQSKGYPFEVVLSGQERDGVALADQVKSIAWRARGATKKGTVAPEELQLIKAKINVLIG
# Active calls of the source: *; ? = inconclusive; . = no result given. Unless noted, no stated cut-off is given here; in the data, active means inhibition above about 30%; inconclusive means no clear call, values can overlap the other calls; inactive means below that. The list is partial; the hit share may differ from the screen's.
SMILES,Anthrax LF inh2,BoNT A protease,3CLpro inhibitor,DUSP3 inh,SSB-PriA inh,Rv3671c inh,PrPC surface inh,BoNT F protease,CCHF vOTU inh,MazF activator
COc1ccc(CCNC(=O)C2CCN(C(=O)c3ccc(F)cc3)CC2)cc1OC,-1.5,0.3,-0.7,7.4,-6.6,4.0,7.5,5.1,2.9,3.8
Cc1ccc(-c2nn3c(C)nnc3s2)cc1NC(=O)c1cccs1,-2.8,1.3,1.2,-16.3,-8.2,-6.8,5.9,9.7,10.1,7.6
O=C(CSc1n[nH]c(=O)n1C1CC1)Nc1cc(Cl)ccc1Oc1ccccc1,2.2,-1.0,-5.6,-3.8,-2.8,-8.7,8.4,-8.1,3.3,-2.1
Cc1c(C(=O)NC2CCCc3ccccc32)oc2ccc(S(=O)(=O)N3CCCC3)cc12 (centres undefined),4.0,1.5,-4.5,-16.4,-10.1,-2.1,7.6,-3.8,-12.7,7.9
Cc1ccc(C(=O)NN=C2CCCC2)cc1C,4.0,1.0,.,.,-8.1,0.2,0.6,3.8,-2.4,3.9
CCn1c(=S)[nH]c2c(c1=O)C(C)(C)Cc1ccccc1-2,-3.7,-0.8,1.9,-10.1,-12.9,.,10.9,-6.9,3.0,5.0
Cc1cccc(OCC(=O)NC(Cc2c[nH]c3ccccc23)C(=O)O)c1C (centres undefined),-0.6,0.4,-1.4,15.5,-8.2,-6.5,-10.3,-2.2,15.9,-13.8
COC(=O)c1sccc1NC(=O)c1ccc(Cl)s1,-0.7,-0.2,-0.5,1.2,-8.2,5.8,.,-5.8,.,-4.7
CC(Oc1ccc2c(-c3ccccc3)cc(=O)oc2c1)C(=O)O (centres undefined),-7.9,0.4,-6.9,4.4,-8.6,-7.5,-13.7,-5.4,18.0,10.2
CCN1CCN(c2nc3c(c(=O)[nH]2)CCC3)CC1,12.7,-4.3,-0.2,-4.9,9.1,4.8,-3.5,?,10.8,-2.8
Cc1cccc(C(=O)NNC(=O)C2CCCO2)c1 (centres undefined),5.4,-1.9,-0.4,22.8,-2.1,-11.1,1.7,-17.6,5.8,-0.1
COCCn1c(N)c(Sc2ccc([N+](=O)[O-])cc2)c(=O)[nH]c1=O,-3.6,-1.3,1.5,1.2,-5.7,8.7,-17.7,0.5,18.9,14.2

# Pulled by compound from the entries so far, six records:
SMILES,Anthrax LF inh2,BoNT A protease,3CLpro inhibitor,DUSP3 inh,SSB-PriA inh,Rv3671c inh,PrPC surface inh,BoNT F protease,CCHF vOTU inh,MazF activator
O=C(CSc1n[nH]c(=O)n1C1CC1)Nc1cc(Cl)ccc1Oc1ccccc1,2.2,-1.0,-5.6,-3.8,-2.8,-8.7,8.4,-8.1,3.3,-2.1
Cc1ccc(-c2nn3c(C)nnc3s2)cc1NC(=O)c1cccs1,-2.8,1.3,1.2,-16.3,-8.2,-6.8,5.9,9.7,10.1,7.6
COC(=O)c1sccc1NC(=O)c1ccc(Cl)s1,-0.7,-0.2,-0.5,1.2,-8.2,5.8,.,-5.8,.,-4.7
Cc1ccc(C(=O)NN=C2CCCC2)cc1C,4.0,1.0,.,.,-8.1,0.2,0.6,3.8,-2.4,3.9
COCCn1c(N)c(Sc2ccc([N+](=O)[O-])cc2)c(=O)[nH]c1=O,-3.6,-1.3,1.5,1.2,-5.7,8.7,-17.7,0.5,18.9,14.2
Cc1cccc(OCC(=O)NC(Cc2c[nH]c3ccccc23)C(=O)O)c1C (centres undefined),-0.6,0.4,-1.4,15.5,-8.2,-6.5,-10.3,-2.2,15.9,-13.8

# (cont.)
SMILES,Anthrax LF inh2,BoNT A protease,3CLpro inhibitor,DUSP3 inh,SSB-PriA inh,Rv3671c inh,PrPC surface inh,BoNT F protease,CCHF vOTU inh,MazF activator
O=C(CSc1nnc(CNc2ccc(F)cc2)o1)N1CCN(C(=O)c2ccco2)CC1,0.2,0.7,-1.6,8.6,-10.7,2.8,-0.8,4.0,-11.1,1.8
CN(Cc1c(F)cccc1Cl)C(=O)C1CC(=O)N(CCc2ccccc2)C1 (centres undefined),-2.3,0.4,-4.1,-19.6,-6.8,-7.2,6.3,1.3,3.9,-0.5
CC(C)N(Cc1ccccc1)C(=O)CN1C(=O)NC2(CCCc3ccccc32)C1=O (centres undefined),3.6,2.2,-4.0,1.1,-9.4,-3.3,-0.1,6.5,-7.5,2.4
Cc1ccc(S(=O)(=O)Nc2nc3ccccc3nc2Nc2cccc(S(=O)(=O)N3CCCC3)c2)cc1,-5.7,-8.8,1.1,-1.5,-11.8,-2.1,5.5,-23.6,-0.3,-236.4
COc1ccc(NC(=O)CN(c2cccc(C(F)(F)F)c2)S(C)(=O)=O)cc1OC,0.1,3.2,-0.8,9.0,5.1,-4.9,7.3,9.3,2.8,-1.9
Cc1ccc(C(=O)C(C)OC(=O)CNS(=O)(=O)c2ccc(C)cc2)cc1 (centres undefined),-2.2,0.0,.,.,-12.7,-4.4,-2.2,13.6,-14.0,4.2
Cn1nccc1NC(=O)Nc1cccc(Cl)c1,.,.,5.9,20.5,-2.2,0.4,6.4,.,-8.6,7.0
COc1ccc(OC)c(/C=N/NC(=O)C(=O)N/N=C/c2cc(OC)ccc2OC)c1,19.9,0.7,3.6,.,.,5.2,3.2,-9.1,-5.9,-7.0
O=C(c1cc(S(=O)(=O)NCc2ccco2)ccc1Br)N1CCOCC1,0.9,-7.9,.,.,-3.3,7.3,-1.4,-16.1,6.1,5.5
COc1ccc(-c2c(C(=O)c3ccccc3)[nH]c(N)c2C(N)=O)cc1OC,-0.2,-0.2,.,.,.,.,-10.9,-3.0,2.0,.
CCOC(=O)C1(c2ccccc2)CCN(CCC(=O)Nc2ccc(OC)cc2)CC1,-3.7,-0.4,.,.,.,.,-6.0,-2.7,-4.5,7.6
O=C(CC1Nc2ccccc2NC1=O)NCCCN1CCCCCC1 (centres undefined),-7.7,0.0,0.1,20.0,1.7,-1.2,1.4,-5.2,15.4,11.7
O=C(COc1ccc(S(=O)(=O)NC2CCCCC2)cc1)NCc1cccnc1,-5.7,-1.9,5.1,7.2,-11.0,6.9,-3.3,-18.0,-8.4,7.9
COc1ccc(CN2CCN(C(=O)c3ccco3)CC2)cc1OCc1ccccc1,-4.2,0.7,1.4,26.3,12.8,-5.6,-2.4,-1.9,2.2,-1.0
O=C(O)c1ccccc1NCc1ccco1,-2.8,2.2,0.1,6.1,0.9,-2.2,-2.3,-10.2,-2.7,-5.2
Cc1cccc(NC(=S)N2CCC(C(=O)c3ccc(F)cc3)CC2)c1,2.0,-1.2,.,.,-2.7,.,8.1,-6.9,2.1,8.4
O=c1[nH]c(CN2CCCCC2)nc2c1C1(CCCCC1)Cc1ccccc1-2,-2.9,1.0,-3.5,13.4,-2.4,-7.5,3.4,?,7.5,13.5
Cc1cccc(N(C(=O)c2csnn2)C(C(=O)NC2CCCCC2)c2ccncc2)c1 (centres undefined),12.0,-2.0,-2.2,17.0,-12.9,-5.0,-0.8,-9.1,-0.5,-4.2
Clc1ccc(Nc2ccc(-n3ccnc3)nn2)cc1Cl,-2.3,-1.2,-5.3,17.4,0.2,-0.1,20.0,-10.2,2.0,14.0
C/C(=C/Cc1c(O)cc2oc(C)cc(=O)c2c1O)COC1OC(CO)C(O)C(O)C1O (centres undefined),-3.5,-0.6,-0.1,-3.6,-8.3,-0.6,-1.7,-1.4,-1.2,6.9
O=C(NC(=S)Nc1nc(-c2ccc(Cl)cc2)cs1)c1cccs1,-3.2,-2.6,1.2,8.2,-2.7,7.6,-0.8,-4.3,-4.8,-7.5
COC(=O)CCC(C)N1CCC(Oc2ccc(C(=O)N3CCCC3)cc2)CC1 (centres undefined),0.0,-2.8,-1.2,9.6,3.1,-4.6,-9.4,3.2,19.5,-5.0
CCOP(=S)(OCC)Oc1cc(C)oc(=O)c1Cl,-1.6,-1.6,-2.2,31.5,1.9,10.7,2.6,-13.4,-8.9,0.3
Cc1cccn2c(=O)nc(SCC(=O)N3CCCC3)nc12,0.5,3.5,.,.,11.2,11.4,-4.4,1.9,-2.0,-3.9
Cc1cccc(C)c1Nc1nnc(SCc2cn3cccc(C)c3n2)s1,-0.2,-0.2,1.0,30.5,4.8,7.1,5.8,-0.3,-1.6,3.1
O=C(Nc1ccc(S(=O)(=O)Nc2cnc3ccccc3n2)cc1)c1ccc(Cl)cc1Cl,-15.3,-2.8,.,.,-3.8,-11.1,1.9,?,10.0,-6.7
CN1c2ccccc2N(C)C1c1c(O)ccc2ccccc12,-1.7,0.4,0.3,-8.8,-23.2,-1.1,-3.7,3.9,-6.9,2.3
COCCNC(=O)c1onc(CSc2ccc(Cl)cc2)c1C(=O)O,-1.0,-0.3,4.5,16.4,-19.9,-4.5,-5.0,-5.7,2.8,-3.6
COCCn1c(SCC(=O)Nc2ccc(NC(=O)c3ccco3)c(OC)c2)nc2ccccc2c1=O,-5.0,1.0,-2.9,39.7,-0.2,-15.1,-8.7,-8.2,-7.9,-4.1
NC(N)=Nc1nc(C2COc3ccccc3O2)cs1 (centres undefined),-0.1,0.1,4.2,4.0,8.4,-2.1,7.2,-1.7,0.9,17.5
CCCC1(C(=O)OC)NC(c2cccc(F)c2)C2C(=O)N(CC)C(=O)C21 (centres undefined),-10.7,1.2,5.5,27.8,-0.8,-14.2,-3.0,7.6,-1.8,-3.1
COc1ccccc1NC(=O)/C=C/c1cc([N+](=O)[O-])ccc1OC(F)F,2.8,-0.3,0.5,22.6,-8.1,-11.8,-2.2,-8.5,-9.0,22.0
CCOc1cc(C)nc(NCc2ccccc2)n1,-2.8,-0.6,6.8,16.6,-8.4,4.7,4.9,21.6,7.0,-2.9
COc1cccc(-n2nc(C(=O)NCC3CCCO3)c3ccccc3c2=O)c1 (centres undefined),1.2,-1.7,-0.8,31.6,-0.9,-6.4,-7.6,7.5,12.1,5.0
CCCCN(C)CCCNC(=O)c1ccc2c(c1)N(CC)C(=O)c1ccccc1S2=O (centres undefined),-7.8,-0.1,-0.8,5.9,20.0,-0.5,-7.9,-15.8,-15.5,11.2
CSc1ncccc1C(=O)OCC(=O)NCCC1=CCCCC1,-2.6,-3.8,.,.,0.7,-7.0,-0.8,-7.3,-2.0,1.1
COc1ccc(CNC(=O)COC(=O)CCCOc2ccc(Cl)cc2Cl)cc1OC,-3.9,-4.1,0.3,-0.5,-8.7,-5.5,-2.1,-27.0,-5.2,-3.6
CCN(CC)CC(O)CN1c2ccccc2Sc2ccccc21 (centres undefined),-10.5,-1.4,0.6,-4.7,8.2,9.0,-6.6,1.4,-12.2,4.8
Cc1nc2ccc(S(=O)(=O)NC(C(=O)NCc3ccc4c(c3)OCO4)C(C)C)cc2s1 (centres undefined),2.7,-0.3,-4.9,-16.1,-5.2,-2.2,0.5,2.8,6.4,2.5
O=C(COC(=O)Cc1c(F)cccc1Cl)NCc1ccc2c(c1)OCO2,-6.5,0.4,.,.,-5.5,1.0,-2.7,1.6,7.1,2.7
COCCSc1nc2c(c(=O)[nH]c(=O)n2C)n1CCC(C)C,0.5,-0.4,-3.4,29.4,-2.8,1.9,-0.8,-5.9,7.9,8.4
c1ccc(Oc2cccc(Oc3ccccc3)n2)cc1,4.2,-4.1,.,.,-62.1,-5.4,6.7,?,0.1,-3.6
Cc1c(C(=O)c2ccc3c(c2)OCO3)ccc2c1OCO2,5.0,0.4,.,.,-6.8,.,-2.5,-2.0,4.7,5.9
